Bioassay records (PubChem)
NPSR antagonist: neuropeptide S receptor (human) antagonism, cAMP; Q6W5P4; CHO-NPSR cells, cAMP TR-FRET, antagonist mode; Potency, µM (titrated, usually from 38.3 µM), for the others: top-dose activity change, negative = inhibition, hits mostly inhibitors; 1% of 220,000 active; AID 1461; also: % is scaled to controls: 0 for no effect and ±100 for the full control effect; nearly all actives have a fitted effect of over 50% in size; many of its hits are not listed in these tables
Target sequence (Q6W5P4 whole entry, looked up): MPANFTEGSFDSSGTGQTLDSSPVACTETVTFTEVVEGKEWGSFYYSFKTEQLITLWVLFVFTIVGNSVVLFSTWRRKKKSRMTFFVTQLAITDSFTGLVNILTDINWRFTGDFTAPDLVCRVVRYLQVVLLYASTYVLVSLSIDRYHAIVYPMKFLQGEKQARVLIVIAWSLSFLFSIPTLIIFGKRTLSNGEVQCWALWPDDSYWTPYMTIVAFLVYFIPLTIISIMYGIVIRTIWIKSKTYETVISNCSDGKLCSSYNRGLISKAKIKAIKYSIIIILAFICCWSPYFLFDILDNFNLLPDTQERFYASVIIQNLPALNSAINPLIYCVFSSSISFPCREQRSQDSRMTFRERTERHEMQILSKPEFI
SMN2 splice enh: SMN2 splice variant enhancement; HEK293 SMN2-luciferase splicing reporter, luminescence, 30-36 h; Potency, µM (highest dose often 46.1 µM), inactives show top-dose activity change, positive = activation, hits mostly activators; 2.8% of 210,000 active; AID 1458; also: % of control where 0% means no effect; nearly all actives have a fitted effect of over 55% in size
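qHTS luciferase splicing reporter: luminescence rises when SMN2 exon 7 is included in transfected HEK293 cells. Compound exposure lasted 30-36 h at 37C, with 4.5 mM final sodium butyrate as control, followed by a ONE-Glo read.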
KDM4E inh: JMJD2E (human) inhibition; B2RXH2; JMJD2E catalytic domain, FDH-coupled NADH fluorescence (FDH is formaldehyde dehydrogenase); Potency, µM (doses to about 57.1 µM), for inactives: at the top dose activity change, negative = inhibition, usual class: inhibitors; 1.6% of 230,000 active; active = well fitted inhibition curve with a large enough effect, not every such curve was filed as active; inconclusive = small, poorly fitted or top-dose-only effect, or another doubt; inactive = no such curve, though single readings can be large or run the other way;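 also: 0% = wells with enzyme and -100% = buffer wells without enzyme; nearly all actives have a fitted effect of over 50% in size; many of its hits are not listed in these tables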
Epigenetic derep: regulators of epigenetic silencing causing reporter derepression in mouse cells; murine LDR cells, GFP reporter derepression, 30 h; Potency, µM (highest dose often 53.9 µM), for inactives: top-dose GFP activation, actives largely listed as activators; 0.2% of 280,000 active; also: % of control where 0% means no effect; nearly all actives have a fitted effect of over 60% in size
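Murine LDR cells bearing a silenced CMV-driven GFP reporter were exposed to compound for 30 h at 37 C. After PBS washes, GFP-positive cells (20-120 um objects) counted by laser-scanning microplate cytometry.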
Luc counter: counter-screen: inhibitors of Kinase-Glo firefly luciferase. Q27757. Kinase-Glo luciferase, ATP luminescence, 8 min. Potency, µM (highest dose often 38.3 µM), for inactives: at the highest dose activity change, negative = inhibition, actives largely listed as inhibitors. 0.28% of 200,000 active; also: % is scaled to controls: 0 for no effect and ±100 for the full control effect; nearly all actives have a fitted effect of over 60% in size
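Inhibition of Kinase-Glo luciferase light generation was assessed at 10 uM ATP in pH 7.2 imidazole buffer, with luminescence measured after eight minutes at ambient temperature.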
RECQ1 helicase: blocks DNA unwinding by human RECQ1 | RECQ1 DNA unwinding, red fluorescence kinetic read | Potency, µM (highest dose often 57.3 µM), for inactives: top-dose activity, negative = inhibition, most hits filed as inhibitors | 0.54% of 240,000 active;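 also: plate controls were vehicle for no effect and no enzyme for full effect; nearly all actives have a fitted effect of over 30% in size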
Target sequence (P46063 whole entry, looked up): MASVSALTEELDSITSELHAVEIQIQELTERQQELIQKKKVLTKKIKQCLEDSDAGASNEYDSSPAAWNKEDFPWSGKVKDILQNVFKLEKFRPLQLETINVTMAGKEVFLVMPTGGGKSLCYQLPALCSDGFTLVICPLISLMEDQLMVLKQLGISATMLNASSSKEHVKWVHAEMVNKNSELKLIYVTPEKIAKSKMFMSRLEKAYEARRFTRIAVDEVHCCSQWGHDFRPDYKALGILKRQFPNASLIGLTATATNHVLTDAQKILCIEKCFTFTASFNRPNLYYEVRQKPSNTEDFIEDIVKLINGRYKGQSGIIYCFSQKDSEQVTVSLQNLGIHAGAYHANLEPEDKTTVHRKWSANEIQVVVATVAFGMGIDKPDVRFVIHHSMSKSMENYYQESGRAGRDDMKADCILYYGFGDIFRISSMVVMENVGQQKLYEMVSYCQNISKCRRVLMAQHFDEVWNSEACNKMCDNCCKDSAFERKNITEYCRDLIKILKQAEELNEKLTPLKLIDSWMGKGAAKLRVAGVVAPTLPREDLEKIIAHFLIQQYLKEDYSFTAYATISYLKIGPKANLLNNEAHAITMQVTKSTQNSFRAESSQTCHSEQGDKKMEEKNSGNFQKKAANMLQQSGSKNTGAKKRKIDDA
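RECQ1T1 50 nM; forked duplex (20 bp + 30-nt ss tails) 200 nM, ATP 2 mM final; pH 8.0, 2 mM MgCl2, 2.5 ug/ml poly(dI-dC); 15 min compound preincubation; discontinuous kinetic read over 2 h at RT.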
IMPase Li inh: IMPase inhibition in cells with lithium potentiation | AID 1457 | Potency, µM (titrated, usually from 59.4 µM), without a hit: at the highest dose activity, negative = IMPase inhibition, hits mostly inhibitors | 0.35% of 210,000 active | CHO-M1 cells, IP1 TR-FRET (IP-One), carbachol + lithium;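 also: IP1 builds up when IMPase is blocked and the TR-FRET signal falls; plate controls were basal vehicle for no effect and high inhibitor control for full effect; nearly all actives have a fitted effect of over 50% in size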
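CHO cells stably expressing M1 receptor (2000/well, cultured 16–30 h) treated 30 min at 37C with compound plus low lithium. Cytosolic IP1 by TR-FRET (665/620 ratio and 620 channel) after 10 min lysis; AC50 by Hill fit.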
GoLoco inh red: blocks human Gai1 binding to RGS12 GoLoco peptide, red readout | Gai1:RGS12 GoLoco peptide FP, rhodamine, 10 min | Potency, µM (top dose mostly 61.6 µM), inactives show at the top dose activity, negative = inhibition, hits mostly inhibitors | 0.44% of 230,000 active | AID 880; active = well fitted inhibition curve with a large enough effect, not every such curve was filed as active; inactive = no such curve, though single readings can be large or run the other way; also: % is scaled to controls: 0 for no effect and ±100 for the full control effect; nearly all actives have a fitted effect of over 30% in size; many of its hits are not listed in these tables
* marks the source's active call; other numbers are inactive results; i = inactive; ? = inconclusive; nt = not tested or not shown; [ ] = dose if it differs, or a comment. Unless noted, calls follow the shape of the dose curve; as a rule, active = well fitted curve in the direction sought with a large enough effect; inconclusive = small, poorly fitted or top-dose-only effect, or another doubt; inactive = no such curve, though single readings can be large; an effect the other way counts as inactive or inconclusive. Potency is read from the fitted curve at half-maximal effect. These rows are one share of the data; rates above refer to the full screens.

Below each compound: GoLoco inh red, Luc counter, NPSR antagonist, KDM4E inh, SMN2 splice enh, Epigenetic derep, IMPase Li inh, RECQ1 helicase
COc1cc(/C=N/NS(=O)(=O)c2ccc3ccccc3c2)ccc1OCc1ccc(C(=O)O)cc1
 : 3%, nt, 14%, 2%, nt, 6.2%, nt, 12%
Cc1ccc(S(=O)(=O)N/N=C2/CC(=O)CC(C)(C)C2)cc1[N+](=O)[O-]
 : -5%, nt, 11%, 5%, nt, 0.0%, nt, -10%
CN1C(=O)N(C)C2(c3ccccc3)Nn3c(s/c(=C/c4ccccc4F)c3=O)=NC12c1ccccc1 (stereo not given)
 : -10%, -7%, 1%[46.1 µM], ?, 23%, -2.6%, 20%[38.3 µM], i
O=C(COC(=O)c1cc(Br)ccc1Cl)NC(=O)NCc1ccccc1
 : 0%, -5%, 1%, -4%, 0%, 0.0%, 1%, ?
COc1cccc(CC(=O)N2CCc3nc(-c4ccccc4)c4c(c3C2)CO[C@@H](C)C4)c1
 : 8%[14.2 µM], -4%[7.66 µM], nt, 1%[11.4 µM], 1%[9.22 µM], nt, 0%, 2%[11.5 µM]
O=C(c1ncn[nH]1)N1CCN(c2nc(-c3ccccc3)cs2)CC1
 : -20%, -1%, -19%[46.1 µM], 10%, 10%, 0.7%, 4%[38.3 µM], -1%
CC(=O)c1ccc(S(=O)(=O)Nc2cccc(-c3cn4c(n3)SCC4)c2)cc1
 : -1%, 1%, -7%, -19%, -40%[inhibitor], 2.6%, -6%, -9%
COC(=O)c1csc2c(C(F)(F)F)cc(N3CCN(C(=O)Nc4ccccc4)CC3)nc12
 : 6%, nt, -41%, ?, nt, 5.9%, nt, -3%
O=C(Nc1ccc(Br)cc1)c1cnccn1
 : 18%, -9%, -13%[46.1 µM], 4%, 22%, 6.8%, 2%[38.3 µM], 0%
CC(C)c1ccc(OCC(=O)NC2=NCCS2)cc1
 : -1%, -10%, -28%, -5%, nt, -0.1%, 5%, 6%
COc1ccc(CNC(=O)Nc2cc(C)cc(C)c2)cc1
 : -4%, nt, -13%, 10%, nt, -1.2%, nt, 1%
O=C(NCC1CCCO1)NC1(C(F)(F)F)Oc2ccccc2O1 (stereo not given)
 : -2%, -2%, 9%[46.1 µM], -6%, -1%, 2.3%, 10%[38.3 µM], i
COC(=O)C1(O)CC(CC(C)C)=NN1C(=O)c1ccccc1 (stereo not given)
 : -8%, 1%, -4%[46.1 µM], -5%, -2%, -1.8%, 37%[activator][38.3 µM], -3%
O=S(=O)(c1ccc(Br)cc1)c1nc(-c2ccccc2)oc1NCc1cccnc1
 : -1%, 10%, -3%[46.1 µM], 10%, -20%, 2.8%, ?, 0%
CCN1C(=O)N(C)[C@@H](c2ccccc2)C(C(C)=O)=C1C
 : 1%[14.2 µM], -7%[7.66 µM], nt, -3%[11.4 µM], 18%[9.22 µM], nt, 9%, 6%[11.5 µM]
Cc1ccc[n+](C(C)C(=O)Nc2ccc([N+](=O)[O-])cc2C)c1 (stereo not given)
 : -2%, 4%, 4%, 20%, 11%, 0.1%, 27%, i
Cc1ccc(S(=O)(=O)NC(=O)O[C@@H]2C(=O)c3cc(Br)ccc3O[C@H]2c2ccc3c(c2)OCO3)cc1
 : -39%, 4%, nt, 1%, nt, -0.3%, -3%, 7%
C=CCN(c1ccccc1Cl)S(=O)(=O)c1cccc(C(=O)OCC(=O)N(C)C2CCS(=O)(=O)C2)c1 (stereo not given)
 : -6%, -2%, -15%, 1%, 7%, -1.5%, 6%, i
O=C(COC(=O)Cc1ccsc1)NC(c1ccccc1)c1ccccc1
 : 4%, 0%, 15%, -5%, 1%, -1.0%, -1%, -3%
Cc1cc(O)c(C(C[N+](=O)[O-])c2ccc(Cl)cc2)c(=O)o1 (stereo not given)
 : 21%, 2%, 1%[46.1 µM], 6%, 4%, 0.7%, 20%[38.3 µM], -2%
CCCN(CCC)CCCNC(=O)CCNS(=O)(=O)c1ccc(Br)cc1
 : 4%, -1%, 15%, -1%, -9%, 7.7%, 10%, -1%
Cn1c(=NC(=O)c2ccco2)sc2cccc(F)c21
 : 38%[activator], 2%, 11%[46.1 µM], 6%, 25%, 0.8%, ?, -1%
CN(Cc1ccccc1)C(=S)NC(=O)c1ccccc1
 : 0%, 0%, -8%, 1%, -12%, -0.4%, 7%, i
COc1cc([N+](=O)[O-])ccc1NC(=O)Cc1ccc(C)cc1
 : -21%, 3%, -34%, -2%, -18%, 2.3%, 9%, i
CCC1=NN(C(=O)COc2ccccc2)C(O)(c2ccc(Br)cc2)C1 (stereo not given)
 : 24%, 4%, ?, -12%, -10%, -4.6%, -4%, i
CC1CCC/C(=N\NS(=O)(=O)c2ccccc2)C1 (stereo not given)
 : -4%, nt, 0%[7.67 µM], -2%, nt, 1.1%, nt, -9%
C/C(=N\Nc1ccc(C(F)(F)F)cc1[N+](=O)[O-])C1CC1
 : -8%, 3%, -8%, 0%, -5%, 0.0%, 13%, 4%
Cc1ccc(NC(=O)c2cncc(Br)c2)cc1S(=O)(=O)N(C)C
 : 0%, 2%, 8%, -4%, 11µM*, 0.0%, 0%, -2%
Cc1ccc(C)n1Cc1ccc(C(=O)O)cc1
 : -6%, 1%, -15%[46.1 µM], 4.5µM*, ?, 0.0%, 20%[38.3 µM], 7.1µM*
O=C(O)C1=C[C@H](c2ccc(F)cc2)C[C@H](OCc2ccc(CO)cc2)O1
 : 2%, nt, 21%, -18%, nt, 0.5%, nt, -2%
COc1ccc2c(=O)cc(-c3ccccc3)n(C)c2c1
 : -6%, -2%, -7%[46.1 µM], -9%, 9%, 0.0%, -1%, 0%
N#Cc1c(NC(=O)CSc2ncnc3c2cnn3-c2ccccc2Cl)sc2c1CCCC2
 : 11%, 1%, -18%[46.1 µM], -1%, -32%[inhibitor], 5.7%, -3%[38.3 µM], i
CCCCN(C(=N)N1CCCCC1)c1nc(C)c([N+](=O)[O-])c(=O)[nH]1
 : 4%, 0%, 21%, -9%, -1%, -1.0%, -5%, 3%
Cn1nnnc1SCC(=O)Nc1cc(C(C)(C)C)nn1-c1ccccc1
 : -5%, 1%, -8%[46.1 µM], 7%, 25%, 0.0%, 21%[38.3 µM], i
Cc1cc(OC(=O)c2ccc(S(=O)(=O)N(C)C)cc2)cc(=O)o1
 : 8%, 22%, 17%[46.1 µM], -16%, nt, -1.0%, 11%[38.3 µM], i
Cc1c(C#N)c2ccccc2n1CC(=O)N1CCCc2ccccc21
 : 13%, 0%, -19%[46.1 µM], 7%, 5%, 4.2%, 31%[38.3 µM], -6%
COc1ccc(/C=N/NC(=O)c2cccc([N+](=O)[O-])c2)cc1OS(=O)(=O)c1ccccc1
 : -2%, 1%, -16%[46.1 µM], -5%, -12%, -1.8%, -2%[38.3 µM], i
O=C1c2ccccc2C(=O)N1CC1c2ccccc2CCN1C(=O)C1CCCCC1 (stereo not given)
 : -29%, 14%, ?, 2%, 2%, 0.0%, 32%[activator][38.3 µM], 0%
O=C(NC1CCCC1)c1ncn[nH]1
 : 3%, 11%, 0%, 3%, -21%, 2.1%, -9%, -2%
CCOC(=O)c1cccc(NC(=O)COc2ccc([N+](=O)[O-])cc2)c1
 : 6%, -3%, -19%[46.1 µM], 9%, -14%, 3.8%, 1%[38.3 µM], -5%
COc1cccc(Nc2ncc3nc(-c4ccc(F)cc4)c(=O)n(C[C@H]4CCCO4)c3n2)c1
 : 11%, -1%, nt, nt, 9%, nt, -4%, i
O=c1c2ccccc2nnn1COc1ccc(F)cc1Cl
 : 0%, -5%, -5%, 9%, ?, 0.4%, 6%, i
c1ccc(-c2nn3c(Cn4nnc5ccccc54)nnc3s2)cc1
 : 3%, 0%, -17%[46.1 µM], -6%, 6%, 1.6%, 8%[38.3 µM], i
COc1ccc(-c2noc(C(=O)NCc3ccc(F)cc3)n2)cc1OC
 : 8%, 1%, -7%, -5%, 8%, -0.4%, 8%, -7%
Cc1cc(NS(=O)(=O)c2ccc(NC(=S)NC(=O)c3cccc(S(=O)(=O)N(C)C)c3)cc2)no1
 : 3%, 1%, -1%, -4%, 9%, -0.7%, 15%, 4%
COc1ccc(C(=O)NCC(=O)OCC(=O)N2CCCc3ccccc32)cc1
 : 0%, 5%, 24%, -4%, 23%, -0.9%, -3%, 3%
Cc1c(C(C)C)c(=O)n(-c2ccc(S(=O)(=O)NC(C)C)cc2)n1C
 : -4%, 1%, -2%, -24%, nt, 0.0%, 12%, 7%
COc1ccc(S(=O)(=O)Nc2ccc(NC(C)=O)cc2)cc1Cl
 : 15%, 1%, 7%, -7%, -13%, 16%, 5%, 9%
CCCCn1c(SCC(=O)Nc2nnc(C(C)C)s2)nc2c1c(=O)n(C)c(=O)n2C
 : 8%, 2%, -7%[46.1 µM], 7%, nt, 0.0%, 15%[38.3 µM], i
Cn1c(=O)[nH]c(=O)c2c1nc(CN1CCN(c3ccc(F)cc3)CC1)n2CCN1CCOCC1
 : -7%, nt, 8%, -8%, nt, 0.0%, nt, -14%
Cc1ccccc1-n1c(SCC(=O)NCc2cccs2)nnc1-c1ccncc1
 : 4%, -2%, -1%[7.67 µM], 0%, -12%, 0.6%, 3%[38.3 µM], i
Cc1noc(C)c1-c1cc(N(C)C)ncn1
 : 5%, 0%, nt, 2%, 6%, -0.2%, -3%, -9%
Cc1c(C(=O)N(C)C)sc(NC(=O)c2cc([N+](=O)[O-])cc([N+](=O)[O-])c2)c1C#N
 : 3%, -4%, ?, -1%, -12%, -0.7%, 3%[38.3 µM], -1%
CC(=O)Nc1ccccc1-c1ccc(C)o1
 : -20%, -2%, 10%[46.1 µM], ?, -41%[inhibitor], 2.6%, -1%[38.3 µM], 18%
OC(CNCc1ccc(F)cc1)(c1ccccc1)c1ccc(F)cc1 (stereo not given)
 : -12%, -4%, -18%[46.1 µM], 10%, 1%, -1.3%, 3%[38.3 µM], i
Cc1nc(N2CCCCC2)sc1C(=O)c1cccc([N+](=O)[O-])c1
 : -3%, 3%, -30%, 12%, -49%[inhibitor], 1.1%, 27%, i
CC(=O)N1C(C)c2ccccc2C(C)(C)CC12CCCCC2 (stereo not given)
 : -6%, 4%, -18%[46.1 µM], -5%, -38%[inhibitor], 0.2%, 3%, -1%
